Screening data (PubChem BioAssay)
aDG glyco up – alpha-DG glycosylation activation | 360,000 compounds, 0.22% hits | Pro5-aDG cells, alpha-DG glycosylation AlphaScreen (IIH6); 0% Pro5, 100% B10-LARGE cell signal | AID 624168 | activation, % at 10 µM;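 active = activation of at least 8% versus controls, or a plate z-score of at least 8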;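 note: Pro5 are CHO cells carrying HIG-tagged alpha-DG that lacks glycosylation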
Cardio protect – myocardial damage modulation in H9c2 cells; protection from H2O2 cell death, % at 20 µM; 360,000 compounds, 0.63% hits; H9c2 cardiomyocytes, H2O2 injury protection, ATPLite, 2 h;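 active = compounds giving at least 50% protection of heart cells from peroxide-induced death in the single-dose screen, raw or plate-pattern-corrected value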;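 note: 0% = DMSO wells with peroxide and 100% = DMSO wells without peroxide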
N-glyco inh – blocks N-linked glycosylation in D54 reporter cells; D54 ERlucT glycosylation luciferase reporter, 24 h; percent of 100 nM tunicamycin response; reporter increase, % at 12.5 µM; 360,000 compounds, 0.23% hits; AID 588692;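 active = mean luciferase reporter signal, scaled so untreated is 0 and the glycosylation-blocking control 100, at or above a set limit in every replicate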;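 note: luciferase carries N-glycosylation sites so blocking glycosylation raises the light; 0% = median of neutral control wells and 100% = median of 100 nM tunicamycin wells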
Exocytosis inh – lytic granule exocytosis inhibition. inhibition, % at 10 µM. TALL-104 LAMP-1 surface exposure, flow cytometry; cells stimulated with thapsigargin and PMA. 360,000 compounds, 0.66% hits;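 active = inhibition above about 55%, limit read from the data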
CaV13 FRET inh – Disruptors of the CACNA1D IQ motif to Ca2+-dependent inactivation inhibitor domain association, primary screening, Förster resonance energy transfer in intact living …. HEK cells, CFP/YFP FRET ICDI-IQ, plate reader, 10 min; percent FRET-ratio fall versus neutral wells. inhibition, % at 12.3 µM. 340,000 compounds, 0.098% hits;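 active = mean replicate inhibition of at least 30% and at least 1% of replicates passing that level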;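 note: 0% = median of the neutral control wells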
Vif imaging – inhibitors of HIV Vif; HEK293T cells, Vif self-association by quenched fluorescence, imaging, 24 h; AID 602346; inhibition, % at 7.49 µM; 340,000 compounds, 0.35% hits; in the data active = inhibition above about 50%, passing the limit was not always enough; note: some results filed as inactive read as strong as hits
PDI inh – inhibitors of human protein disulfide isomerase; PDI insulin aggregation turbidity, A650, 90 min; inhibition, % at 10 µM; 350,000 compounds, 0.052% hits; AID 588391;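 active = mean inhibition across replicates of 30% or more, whatever share of single replicates reach that level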;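 note: absorbance from insulin aggregation driven by PDI reduction with DTT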
ABCB6 inh 2 – human ABCB6 transporter inhibition; Q9NP58; K562-ABCB6 porphyrin accumulation, flow cytometry, 1 h; hits give low values; fluorescence ratio to DMSO, % at 10 µM; 360,000 compounds, 0.19% hits; AID 602162;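 active = fluorescence ratio to DMSO below 75%, the collection mean minus 3 SD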;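 note: signal is porphyrin accumulated inside mitochondria; 100% equals median channel fluorescence of DMSO control wells; lower ratio means ABCB6 inhibition with less porphyrin fluorescence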
Target sequence (Q9NP58 whole entry, looked up): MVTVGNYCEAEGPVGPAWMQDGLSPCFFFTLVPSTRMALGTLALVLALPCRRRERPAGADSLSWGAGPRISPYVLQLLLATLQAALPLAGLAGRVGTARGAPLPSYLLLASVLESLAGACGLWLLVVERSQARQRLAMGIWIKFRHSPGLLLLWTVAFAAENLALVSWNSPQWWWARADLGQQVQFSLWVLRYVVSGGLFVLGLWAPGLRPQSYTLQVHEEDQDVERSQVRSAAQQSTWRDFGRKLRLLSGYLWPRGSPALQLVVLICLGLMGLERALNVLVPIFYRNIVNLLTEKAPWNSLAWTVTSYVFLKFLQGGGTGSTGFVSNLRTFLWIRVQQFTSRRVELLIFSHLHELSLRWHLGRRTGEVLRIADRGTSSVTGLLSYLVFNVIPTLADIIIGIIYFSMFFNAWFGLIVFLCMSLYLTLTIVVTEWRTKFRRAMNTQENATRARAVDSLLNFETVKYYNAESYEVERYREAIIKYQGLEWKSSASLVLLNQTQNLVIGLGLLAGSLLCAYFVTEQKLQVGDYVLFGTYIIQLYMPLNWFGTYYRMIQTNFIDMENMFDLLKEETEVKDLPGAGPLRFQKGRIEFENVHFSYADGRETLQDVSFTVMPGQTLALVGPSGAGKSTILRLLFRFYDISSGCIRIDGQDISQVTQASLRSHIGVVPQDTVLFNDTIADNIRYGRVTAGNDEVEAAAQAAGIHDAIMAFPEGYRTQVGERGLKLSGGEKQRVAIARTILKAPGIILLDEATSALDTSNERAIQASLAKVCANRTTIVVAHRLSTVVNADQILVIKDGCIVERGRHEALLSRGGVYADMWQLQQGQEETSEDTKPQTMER
HTR2A ag – mouse HTR2A agonism via beta-arrestin recruitment | 360,000 compounds, 0.66% hits | AID 624169 | activation, % at 7.6 µM | CHO-K1 mHTR2A beta-arrestin complementation, luminescence; percent of 30 µM serotonin response;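 active = activation above a run cutoff, the mean activation of all tested compounds plus 3 SD, cut at about 14% in these data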;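 note: 0% = plate median of compound wells and 100% = 30 µM serotonin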
hiPSC survival – enhancers of human iPSC single-cell survival; 360,000 compounds, 0.044% hits; survival enhancement, % at 20 µM; hiPSC single-cell survival, ATPlite luminescence; 100% = ROCK inhibitor wells, 0% = DMSO; in the data active = survival enhancement above about 18%;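 note: cells exposed to compounds for 16 hours before the ATP read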
Starred values were filed as active, the others as inactive.

What do the screens show for `CCCOc1ccc(CC2CCC(=O)NC2=O)cc1` (centres undefined)?
aDG glyco up: -0.2; Cardio protect: 3; N-glyco inh: 0; Exocytosis inh: -1; CaV13 FRET inh: 5; Vif imaging: 2; PDI inh: 2; ABCB6 inh 2: 95; HTR2A ag: 3; hiPSC survival: 2.3

What do the screens show for `CCc1nc(SCC(=O)N2CCC(C)CC2)c2c(=O)n(C)c(=O)n(C)c2n1`?
aDG glyco up: -0.3; Cardio protect: 10; N-glyco inh: -1; Exocytosis inh: 0; CaV13 FRET inh: -5; Vif imaging: 3; ABCB6 inh 2: 92; HTR2A ag: 7; hiPSC survival: 2.5

What do the screens show for `CCc1sc(C(=O)Nc2cc(S(=O)(=O)N3CCOCC3)ccc2OC)cc1C`?
aDG glyco up: -0.4; Cardio protect: -1; N-glyco inh: 1; Exocytosis inh: -2; CaV13 FRET inh: -5; Vif imaging: 3; PDI inh: 1; ABCB6 inh 2: 100; HTR2A ag: -8; hiPSC survival: -0.5

Results for O=c1oc2ccccc2c2c1C(c1ccc(Cl)cc1)Nc1ccc3ccccc3c1-2 (centres undefined) ?
aDG glyco up: 1.6; Cardio protect: 28; N-glyco inh: -2; Exocytosis inh: -4; Vif imaging: 2; PDI inh: -12; ABCB6 inh 2: 120; HTR2A ag: 1; hiPSC survival: -0.5

How did Cc1noc(C)c1CSc1nc2[nH]ncc2c(=O)n1-c1ccccc1 do in these assays?
aDG glyco up: -0.4; Cardio protect: -4; N-glyco inh: 42*; Exocytosis inh: 7; PDI inh: -7; ABCB6 inh 2: 106; HTR2A ag: -1; hiPSC survival: -0.6

What do the screens show for `Cc1cc(NC(=O)c2ccc(Cl)cc2Cl)no1`?
aDG glyco up: 0.2; Cardio protect: -11; N-glyco inh: -4; Exocytosis inh: 1; CaV13 FRET inh: -5; Vif imaging: -3; PDI inh: -14; ABCB6 inh 2: 98; HTR2A ag: -1; hiPSC survival: -0.9

How did CC(C)OP(=O)(OC(C)C)C(Nc1ccccc1)c1cccc2c1OCO2 (centres undefined) do in these assays?
aDG glyco up: 0.1; Cardio protect: 18; N-glyco inh: -2; Exocytosis inh: -3; CaV13 FRET inh: -5; Vif imaging: -2; PDI inh: 2; ABCB6 inh 2: 94; HTR2A ag: 6; hiPSC survival: -0.6

What do the screens show for `COc1cccc(-c2noc(CCC(=O)Nc3cccnc3)n2)c1`?
aDG glyco up: 0.1; Cardio protect: -8; N-glyco inh: 2; Exocytosis inh: -4; CaV13 FRET inh: -5; Vif imaging: 2; PDI inh: 5; ABCB6 inh 2: 93; HTR2A ag: -4; hiPSC survival: 3.2

What do the screens show for `COc1ccc(N=C(C)C2=C(O)c3ccccc3C2=O)cc1`?
aDG glyco up: -0.1; Cardio protect: -7; N-glyco inh: -17; Exocytosis inh: 0; CaV13 FRET inh: -3; Vif imaging: -7; PDI inh: -1; ABCB6 inh 2: 100; HTR2A ag: -2; hiPSC survival: -2.9

Results for O=S(=O)(NC1=NCCCCC1)c1ccc(F)cc1 ?
aDG glyco up: 0.1; Cardio protect: 5; N-glyco inh: -1; Exocytosis inh: -1; CaV13 FRET inh: -15; PDI inh: -2; ABCB6 inh 2: 98; HTR2A ag: -2; hiPSC survival: -0.1

How did COC(=O)c1cc(COc2ccc3c4c(c(=O)oc3c2)CCCC4)c(C)o1 do in these assays?
aDG glyco up: 0.3; Cardio protect: -5; N-glyco inh: 1; Exocytosis inh: -2; CaV13 FRET inh: -9; Vif imaging: 4; PDI inh: -8; ABCB6 inh 2: 93; HTR2A ag: 3; hiPSC survival: -0.6

Results for COc1cc(NC(=O)Cc2ccc(Cl)cc2)ccc1NC(=O)c1ccco1 ?
aDG glyco up: -0.1; Cardio protect: 4; N-glyco inh: 1; Exocytosis inh: 2; CaV13 FRET inh: -5; Vif imaging: 2; PDI inh: -13; ABCB6 inh 2: 100; HTR2A ag: -1; hiPSC survival: -1.5

What do the screens show for `CCOC(=O)[C@@H]1[C@H]2COc3ccccc3[C@@H]2N2C(=O)N(c3ccccc3)C(=O)[C@]12C`?
aDG glyco up: 0.0; Cardio protect: 1; N-glyco inh: 2; Exocytosis inh: 1; CaV13 FRET inh: -4; Vif imaging: 1; PDI inh: 2; ABCB6 inh 2: 98; HTR2A ag: -3; hiPSC survival: -1.6

What do the screens show for `CCN1CCN(C(C(=O)NC2CCCCC2)c2ccc(Cl)cc2)CC1` (centres undefined)?
aDG glyco up: 0.0; Cardio protect: -2; N-glyco inh: -3; Exocytosis inh: -2; CaV13 FRET inh: -7; Vif imaging: 4; PDI inh: 1; ABCB6 inh 2: 95; HTR2A ag: -6; hiPSC survival: -3.1

Results for CCc1ccccc1N(C)S(=O)(=O)c1ccc2[nH]cc(C(=O)O)c(=O)c2c1 ?
aDG glyco up: -0.2; Cardio protect: 7; N-glyco inh: -1; Exocytosis inh: -2; CaV13 FRET inh: -4; Vif imaging: -1; PDI inh: 1; ABCB6 inh 2: 95; HTR2A ag: 6; hiPSC survival: -0.1

What do the screens show for `O=C(N/C=C\c1ccccc1)NCc1ccc(Cl)cc1Cl`?
aDG glyco up: -0.3; Cardio protect: 3; N-glyco inh: -2; Exocytosis inh: -1; CaV13 FRET inh: 0; Vif imaging: -6; PDI inh: 6; ABCB6 inh 2: 99; HTR2A ag: 5; hiPSC survival: -4.9

What do the screens show for `O=C(COc1ncnc2ccccc12)Nc1ccc(Cl)c(S(=O)(=O)N2CCOCC2)c1`?
aDG glyco up: -0.1; Cardio protect: -1; N-glyco inh: -3; Exocytosis inh: -2; CaV13 FRET inh: 2; Vif imaging: 2; PDI inh: 4; ABCB6 inh 2: 101; HTR2A ag: 2; hiPSC survival: -0.7

What do the screens show for `CCCn1nc(C(=O)NNC(=O)c2ccc(C)c(C)c2)c2ccccc2c1=O`?
aDG glyco up: 0.2; Cardio protect: -5; N-glyco inh: 1; Exocytosis inh: -4; CaV13 FRET inh: -12; Vif imaging: -2; PDI inh: 8; ABCB6 inh 2: 88; HTR2A ag: -5; hiPSC survival: -1.5

How did CC(C)Cc1nnc(NC(=O)CCC(=O)N2CCN(c3ccccn3)CC2)s1 do in these assays?
aDG glyco up: 0.2; Cardio protect: 1; N-glyco inh: 4; Exocytosis inh: -5; CaV13 FRET inh: -4; Vif imaging: -7; PDI inh: -16; ABCB6 inh 2: 95; HTR2A ag: 3; hiPSC survival: 1.4

What do the screens show for `Cc1ccccc1CCNC(=O)CCn1nc(C)c2c(C)n(-c3ccccc3)nc2c1=O`?
aDG glyco up: 0.0; Cardio protect: 2; N-glyco inh: 0; Exocytosis inh: -1; CaV13 FRET inh: -3; Vif imaging: -3; PDI inh: -8; ABCB6 inh 2: 94; HTR2A ag: 5; hiPSC survival: -0.5

Results for O=C(Cc1ccccc1)Nc1ccc2[nH]ncc2c1 ?
aDG glyco up: 0.2; Cardio protect: 1; N-glyco inh: -1; Exocytosis inh: -6; CaV13 FRET inh: -5; Vif imaging: 5; PDI inh: 0; ABCB6 inh 2: 98; HTR2A ag: 2; hiPSC survival: 1.6

How did O=C(Cc1ccccc1)NNS(=O)(=O)c1ccccc1[N+](=O)[O-] do in these assays?
aDG glyco up: -0.1; Cardio protect: 8; N-glyco inh: 4; Exocytosis inh: -4; CaV13 FRET inh: -3; Vif imaging: 4; PDI inh: -22; ABCB6 inh 2: 100; HTR2A ag: 4; hiPSC survival: -0.6

What do the screens show for `O=C(NCc1ccc(OC(F)(F)F)cc1)C1CCC(=O)N(C2CC2)C1` (centres undefined)?
aDG glyco up: 0.2; Cardio protect: -6; N-glyco inh: 3; Exocytosis inh: -8; CaV13 FRET inh: -6; PDI inh: -2; ABCB6 inh 2: 97; HTR2A ag: 3; hiPSC survival: 0.0

What do the screens show for `CCOC(=O)/C(=N\NC(=O)c1ccccc1)c1ccccc1`?
aDG glyco up: 0.1; Cardio protect: -5; N-glyco inh: 1; Exocytosis inh: -2; CaV13 FRET inh: -7; Vif imaging: -9; PDI inh: 3; ABCB6 inh 2: 96; HTR2A ag: -5; hiPSC survival: 0.5

What do the screens show for `COc1ccc(CCNS(=O)(=O)c2cn(C)c(=O)n(C)c2=O)cc1OC`?
aDG glyco up: -0.4; Cardio protect: 0; N-glyco inh: 1; Exocytosis inh: 1; CaV13 FRET inh: -6; ABCB6 inh 2: 100; HTR2A ag: 2; hiPSC survival: -1.6

Results for C/C=C(/C)C(=O)Nc1cccc(C2=NOC3(C2)C[C@H](C(N)=O)N(C(=O)COc2ccc(Cl)cc2)C3)c1 (some centres undefined) ?
aDG glyco up: -0.1; Cardio protect: 2; N-glyco inh: -3; Exocytosis inh: -3; CaV13 FRET inh: -7; Vif imaging: -3; PDI inh: -9; ABCB6 inh 2: 98; HTR2A ag: 0; hiPSC survival: -0.3

What do the screens show for `Cc1ccc(S(=O)(=O)N2CCCC2C(=O)OCc2ccco2)cc1` (centres undefined)?
aDG glyco up: 0.2; Cardio protect: 5; N-glyco inh: 3; Exocytosis inh: 6; Vif imaging: 5; PDI inh: 1; ABCB6 inh 2: 102; HTR2A ag: 0; hiPSC survival: -1.4

How did COc1cc(-c2coc3c(C(=O)NCc4ccc(OC)c(OC)c4)cccc23)ccc1O do in these assays?
aDG glyco up: 0.8; Cardio protect: -13; N-glyco inh: 91*; Exocytosis inh: 66*; CaV13 FRET inh: -6; Vif imaging: -33; PDI inh: 1; ABCB6 inh 2: 89; HTR2A ag: 0; hiPSC survival: 0.7

Results for COc1ccccc1/C=C/C=N/NC(=O)CCC1C(=O)NN=C1C (centres undefined) ?
aDG glyco up: 0.1; Cardio protect: -1; N-glyco inh: 2; Exocytosis inh: 4; CaV13 FRET inh: -7; Vif imaging: -3; PDI inh: -2; ABCB6 inh 2: 94; HTR2A ag: 0; hiPSC survival: 2.4

Results for O=C(CSc1ncn[nH]1)NCc1ccccc1 ?
aDG glyco up: -0.1; Cardio protect: -3; N-glyco inh: 2; Exocytosis inh: 0; CaV13 FRET inh: -2; Vif imaging: 3; PDI inh: -1; ABCB6 inh 2: 88; HTR2A ag: -1; hiPSC survival: -3.7

How did Cc1ccc(S(=O)(=O)N(C)CC(=O)N2CCOCC2)cc1 do in these assays?
aDG glyco up: -0.2; Cardio protect: -1; N-glyco inh: 0; Exocytosis inh: -2; CaV13 FRET inh: -4; Vif imaging: 4; PDI inh: 0; ABCB6 inh 2: 101; HTR2A ag: -2; hiPSC survival: -3.6

What do the screens show for `CCOc1ccc(NS(=O)(=O)c2cc(C(=O)N3CCN(C(C)=O)CC3)ccc2Cl)cc1`?
aDG glyco up: 0.3; Cardio protect: -1; N-glyco inh: 0; Exocytosis inh: 1; CaV13 FRET inh: -6; Vif imaging: -3; PDI inh: -8; ABCB6 inh 2: 96; HTR2A ag: -10; hiPSC survival: -0.5
